Screening results (PubChem BioAssay)
RXFP1 antag = qHTS Assay for Antagonists of the Relaxin Receptor RXFP1; Relaxin receptor 1 (Homo sapiens), Q9HBX9; HEK293-RXFP1, relaxin-stimulated cAMP HTRF, 30 min; stronger effect = lower value; activity change, negative = inhibition, % at 57.5 µM; 350,000 tested, 0.59% active; AID 1259400, 2018;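 active means activity change of -60% or lower, but not beyond a set lower limit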; further: on the % scale 0 is the no-effect control and ±100 the full control effect
D2 agonist = HTS Assay for Allosteric Agonists of the Human D2 Dopamine Receptor: Primary Screen for Agonists. D(2) dopamine receptor (Homo sapiens), P14416. HEK293 T-REx D2 cells, calcium flux agonist mode. activation, % at 2 µM. 340,000 tested, 0.53% active;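 active means activation over 3 SD above normal in the single-dose calcium agonist read, cut at about 30% in these data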; further: 0% is about no effect
Target sequence (P14416 whole entry, looked up): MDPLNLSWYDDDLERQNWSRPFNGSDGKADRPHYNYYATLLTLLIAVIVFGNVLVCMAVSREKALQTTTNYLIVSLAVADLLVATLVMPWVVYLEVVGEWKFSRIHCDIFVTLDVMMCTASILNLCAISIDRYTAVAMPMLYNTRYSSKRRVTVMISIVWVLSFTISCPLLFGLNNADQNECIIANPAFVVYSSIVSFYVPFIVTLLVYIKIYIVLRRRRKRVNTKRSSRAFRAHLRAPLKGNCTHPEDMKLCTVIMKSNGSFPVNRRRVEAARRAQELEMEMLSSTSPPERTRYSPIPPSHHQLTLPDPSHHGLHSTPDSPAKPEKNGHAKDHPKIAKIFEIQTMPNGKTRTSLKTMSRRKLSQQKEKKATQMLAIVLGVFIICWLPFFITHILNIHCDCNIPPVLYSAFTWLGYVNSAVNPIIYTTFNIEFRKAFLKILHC
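Tetracycline-induced HEK293 T-REx cells with force-coupled D2 receptor, plated overnight at 30 C, loaded with no-wash calcium dye. After a 10 s baseline, compound was pin-added and calcium flux read kinetically for 180 s; calcium rises flagged agonists.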
D1 antag = Antagonist of Human D 1 Dopamine Receptor: qHTS; D(1A) dopamine receptor (Homo sapiens), P21728; HEK293 TREx D1 cells, calcium flux, dopamine EC80; stronger effect = lower value; activity change, negative = inhibition, % at 10 µM; 360,000 tested, 3.2% active; AID 504652, 2011; in the data active means activity change below about -30%; further: on the % scale 0 is the no-effect control and ±100 the full control effect
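Allosteric or orthosteric antagonism assessed as attenuation of the calcium response to EC80 dopamine, added 180 s after compound, in induced HEK293 Trex D1 cells loaded with no-wash calcium dye.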
D1 potentiator = Potentiators of Human D1 Dopamine Receptor: qHTS; 360,000 tested, 0.036% active; AID 504651, 2011; potentiation, % at 10 µM; HEK293 TREx D1 cells, calcium flux, dopamine EC20 potentiation; in the data active means potentiation above about 30%; further: 0% is about no effect
TRHR PAM = qHTS for Small Molecule Agonists and Allosteric Enhancers of Human TRH Receptor: Primary Screen for Enhancers | Thyrotropin-releasing hormone receptor (Homo sapiens), P34981 | TRHR cells, fluo-8 calcium fluorescence, EC20 TRH enhancement | enhancement, % at 2 µM | 360,000 tested, 0.66% active | AID 493056, 2011; in the data active means enhancement above about 30%; further: 0% is about no effect
Target sequence (P34981 whole entry, looked up): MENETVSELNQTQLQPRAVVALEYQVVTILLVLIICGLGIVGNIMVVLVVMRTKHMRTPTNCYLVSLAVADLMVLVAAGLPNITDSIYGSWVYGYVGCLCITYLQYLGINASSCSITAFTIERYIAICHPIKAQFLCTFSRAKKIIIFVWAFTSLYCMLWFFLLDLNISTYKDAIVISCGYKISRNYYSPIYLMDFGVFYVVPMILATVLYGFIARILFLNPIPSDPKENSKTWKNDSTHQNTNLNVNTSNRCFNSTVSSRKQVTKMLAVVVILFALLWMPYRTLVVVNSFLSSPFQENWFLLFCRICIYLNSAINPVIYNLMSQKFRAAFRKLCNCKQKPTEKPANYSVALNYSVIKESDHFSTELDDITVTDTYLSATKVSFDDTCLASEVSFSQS
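Enhancer read-out: after compound pinning and an initial kinetic agonist-mode read, an EC20 of TRH (10 nM final) was injected and fluo-8 calcium signal (Ex 480/Em 530) followed at 1 s/cycle for 100 cycles in TRHR-expressing cells.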
D1 agonist = Allosteric Agonists of the Human D1 Dopamine Receptor: qHTS; D(1A) dopamine receptor (Homo sapiens), P21728; HEK293 T-REx D1 cells, calcium flux, agonist mode; activation, % at 2 µM; 360,000 tested, 1% active; further: 0% is about no effect
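Inducible HEK293 T-REx D1 cells, force-coupled to calcium signalling, were plated at 4000 cells/well with tetracycline and held overnight at 30 C. After no-wash calcium dye loading, compound-evoked calcium rise over 180 s flagged agonists.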
TRHR ag = qHTS for Small Molecule Agonists and Allosteric Enhancers of Human TRH Receptor: Primary Screen for Agonists. Thyrotropin-releasing hormone receptor (Homo sapiens), P34981. TRHR cells, calcium flux fluo-8, FDSS agonist mode. activation, % at 2 µM. 360,000 tested, 0.18% active. AID 493084, 2011; further: 0% is about no effect
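Agonist-mode FDSS calcium read (Ex 480/Em 530, 1 s cycles) in 1536-well TRHR cells with fluo-8 dye, after 10-cycle baseline and 23 nL compound addition; TRH at EC20 (10 nM final) added afterwards for the enhancer phase.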
D2 PAM = HTS Assay for Positive Allosteric Modulators of the Human D2 Dopamine Receptor: Primary Screen for Potentiators; D(2) dopamine receptor (Homo sapiens), P14416; HEK293 T-REx D2, calcium flux, EC20 dopamine potentiation; potentiation, % at 10 µM; 340,000 tested, 0.34% active;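 active means potentiation over 3 SD above the plate norm, cut at about 30% in these data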; further: 0% is about no effect
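Primary screen. Calcium kinetics in induced HEK293 T-REx D2 cells: compound pre-addition 180 s, EC20 dopamine, 180 s more.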
D2 antag = HTS Assay for Allosteric Antagonists of the Human D2 Dopamine Receptor: Primary Screen for Antagonists; HEK293 TREx D2 cells, calcium flux, dopamine EC80; 340,000 tested, 2% active; D(2) dopamine receptor (Homo sapiens), P14416; inhibition, % at 10 µM; in the data active means inhibition above about 30%; further: 0% is about no effect
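Measurement of antagonist activity uses fluorescent calcium dye in inducible HEK293 T-REx D2 cells: 10 s baseline, compound addition with 180 s read, EC80 dopamine addition with a further 180 s read.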
* = called active by the depositor; . = no result given. Unless noted, no stated cut-off is given here; in the data, active means activation above about 30%; inactive means the rest.

1	CCOC(=O)C1CCCN(C(=O)Cn2nc(C)c3c(C)n(-c4ccccc4)nc3c2=O)C1 (configuration not stated)
2	CCOc1ccc2nc(N3CCCC(C(=O)Nc4ccc(Br)c(C)c4)C3)sc2c1 (configuration not stated)
3	O=C(CCN1C(=O)CSC1=O)Nc1ccccc1
4	COC(=O)c1ccccc1NC(=O)COc1ccccc1
5	Cc1nc(CCNC(=O)c2cccs2)cs1
6	CC(C)(C)NS(=O)(=O)c1ccc(NC(=O)C2CCCCC2)cc1
7	Cc1ccc(S(=O)(=O)NCc2ccc(C(=O)N3CCN(c4ccc([N+](=O)[O-])cc4)CC3)cc2)cc1
8	COc1cccc(C2CC(=O)Nc3cc4c(cc32)OCCO4)c1OC(C)C (configuration not stated)
compound no.	1	2	3	4	5	6	7	8
RXFP1 antag	19	-9	-5	-8	8	18	2	.
D2 agonist	25	-0.3	0.0	-1.7	0.3	0.4	-0.8	.
D1 antag	4	-16	11	4	24	1	-10	1
D1 potentiator	2	-3	-3	-4	2	-8	-9	11
TRHR PAM	-4	1	16	-2	10	7	0	27
D1 agonist	2	0	1	2	-1	1	10	2
TRHR ag	0.3	3.2	-3.0	-1.1	-0.7	0.3	0.3	-0.3
D2 PAM	3	-3	4	4	4	2	-6	13
D2 antag	-7	.	-2	-8	-7	-5	9	.

In another format: results already given
item | Structure | RXFP1 antag | D2 agonist | D1 antag | D1 potentiator | TRHR PAM | D1 agonist | TRHR ag | D2 PAM | D2 antag
1 | CCOC(=O)C1CCCN(C(=O)Cn2nc(C)c3c(C)n(-c4ccccc4)nc3c2=O)C1 (configuration not stated) | 19 | 25 | 4 | 2 | -4 | 2 | 0.3 | 3 | -7
3 | O=C(CCN1C(=O)CSC1=O)Nc1ccccc1 | -5 | 0.0 | 11 | -3 | 16 | 1 | -3.0 | 4 | -2

(more compounds)
9	Cc1cc(-c2cc(-c3ccccc3)on2)nc(NCC2CC2)n1
10	CC(C)NC(=O)N1CCN(c2ccncc2S(=O)(=O)N2CCOCC2)CC1
11	Cc1cccc(C(=O)OCC(=O)NC2CCCCCCC2)c1
12	Cc1nn(-c2ccccc2)c(C)c1NC(=O)Cc1cccs1
13	O=C(N/N=C/CCc1ccccc1)C1CCCCC1
14	COc1cccc(NC(=O)N(Cc2cc3cc(C)cc(C)c3[nH]c2=O)CC2COCCO2)c1 (configuration not stated)
15	COc1ccc(-c2c(C)c3cc(O)ccc3oc2=O)cc1
16	Nc1c(C(=O)O)cnc2c(-c3ccc(Cl)cc3)cnn12
compound no.	9	10	11	12	13	14	15	16
RXFP1 antag	.	-2	-4	.	.	-3	23	-3
D2 agonist	-0.2	0.0	0.1	-0.3	0.1	0.5	-0.5	0.9
D1 antag	18	-15	1	10	21	-32*	-11	-5
D1 potentiator	7	12	3	0	-4	2	-2	-1
TRHR PAM	-5	18	-15	-4	27	5	4	-8
D1 agonist	1	3	0	0	5	0	-1	4
TRHR ag	0.0	-0.6	-1.4	0.3	-0.2	-1.3	-0.2	-0.5
D2 PAM	-3	6	-17	2	11	10	8	6
D2 antag	-15	-22	-5	-14	-8	-3	-7	7

17	COc1ccc(Br)cc1/C=N/n1c(C)nc2ccccc2c1=O
18	O=C1C2C3C=CC(C3)C2C(=O)N1CCc1ccccc1 (configuration not stated)
19	COC(=O)C1CCN(C(=O)COC(=O)CC(NC(N)=O)c2ccc(Cl)cc2)CC1 (configuration not stated)
20	Cc1ccn2c(Nc3ccc4c(c3)OCCO4)c(-c3cccs3)nc2c1
21	COc1cccc(NC(=O)Cn2cnc3c(nc4n3CCCCC4)c2=O)c1
22	CCOCCCNC(=O)c1cc2c(=O)n3cccc(C)c3nc2n1C
23	CCOc1ccc(NC(=O)C2CCCN(C)C2)cc1 (configuration not stated)
24	CS(=O)(=O)N(CC(=O)N1CCCCC1)c1cccc(F)c1
compound no.	17	18	19	20	21	22	23	24
RXFP1 antag	7	-1	-9	4	-4	.	1	16
D2 agonist	-1.0	0.5	-1.9	.	1.0	0.4	0.9	0.6
D1 antag	3	-6	-2	-8	-4	1	-2	13
D1 potentiator	1	1	1	0	2	1	2	2
TRHR PAM	-7	-3	6	-4	6	-10	3	18
D1 agonist	4	4	7	-1	-1	4	1	1
TRHR ag	1.0	-1.0	0.3	-1.1	0.0	0.6	0.9	-0.4
D2 PAM	-9	22	-4	-3	1	-12	7	-6
D2 antag	-8	10	-8	.	.	11	-10	1

Pulled one by one from above, five records:
18	O=C1C2C3C=CC(C3)C2C(=O)N1CCc1ccccc1 (configuration not stated)
17	COc1ccc(Br)cc1/C=N/n1c(C)nc2ccccc2c1=O
22	CCOCCCNC(=O)c1cc2c(=O)n3cccc(C)c3nc2n1C
21	COc1cccc(NC(=O)Cn2cnc3c(nc4n3CCCCC4)c2=O)c1
23	CCOc1ccc(NC(=O)C2CCCN(C)C2)cc1 (configuration not stated)
compound no.	18	17	22	21	23
RXFP1 antag	-1	7	.	-4	1
D2 agonist	0.5	-1.0	0.4	1.0	0.9
D1 antag	-6	3	1	-4	-2
D1 potentiator	1	1	1	2	2
TRHR PAM	-3	-7	-10	6	3
D1 agonist	4	4	4	-1	1
TRHR ag	-1.0	1.0	0.6	0.0	0.9
D2 PAM	22	-9	-12	1	7
D2 antag	10	-8	11	.	-10

Additional compounds follow:
25	CCOc1ccccc1N(C)S(=O)(=O)c1ccc2c(c1)CCN2C(=O)CCC(=O)O
26	CCOC(=O)c1nnn(-c2ccc([N+](=O)[O-])cc2)c1C
27	CCn1c2ccccc2c2cc(/C=N/NC(=O)c3ccncc3)ccc21
28	Cc1ccc(Cl)c2c1=NC(=O)C=2c1[nH]c(=S)[nH]c1O
29	Cc1ccc(NC(=O)C2CC(=O)N(C(C)c3ccccc3)C2)cc1 (configuration not stated)
30	CC1Sc2ccc(S(=O)(=O)CCC(=O)N3CCc4ccccc43)cc2NC1=O (configuration not stated)
31	CCN1CCN(C(=O)c2cc(COc3c(C)cccc3C)on2)CC1
32	Cc1cc(C)c(NC(=O)C(C)Sc2nnc(-c3ccco3)n2-c2ccccc2)c(C)c1 (configuration not stated)
compound no.	25	26	27	28	29	30	31	32
RXFP1 antag	-8	0	-8	-109*	3	0	8	.
D2 agonist	-0.1	0.1	0.0	-0.3	0.4	0.9	0.1	-0.1
D1 antag	11	23	3	8	-7	-4	4	1
D1 potentiator	-3	5	-3	-2	1	4	-9	-2
TRHR PAM	-8	-3	10	-6	2	4	-4	-1
D1 agonist	2	-2	0	2	-1	2	2	1
TRHR ag	-0.1	0.4	-1.1	0.1	-0.6	-0.7	0.1	0.1
D2 PAM	-15	10	-7	-4	-6	-1	-4	7
D2 antag	-7	11	3	9	-15	3	-6	10

33	C=CCSc1ncc(-c2ccccc2)cn1
34	CCNC(=O)COC(=O)c1cc(S(=O)(=O)N2CCCCC2)ccc1C
35	CCOc1ccc(N2C(=O)/C(=C/c3ccco3)N(C)C2=S)cc1
36	COc1ccc(Nc2cc(C(=O)NCc3ccccn3)c3ccccc3n2)c(OC)c1
37	Cc1nc(CCNC(=O)Cc2ccc(F)cc2)cs1
38	CC(=O)c1ccc(NC(=O)COC(=O)c2ccccc2Nc2ccccc2)cc1
39	Cc1cccc(N2CCN(C(=O)CN3CCOc4ccccc43)CC2C)c1 (configuration not stated)
40	COc1cc(Cl)c(CN2CCC(CCC(=O)NC3CC3)CC2)cc1OC
compound no.	33	34	35	36	37	38	39	40
RXFP1 antag	-11	-7	11	.	0	3	.	0
D2 agonist	-1.4	-0.2	-0.3	-0.4	-0.3	-0.1	.	1.5
D1 antag	-31*	-12	3	9	-18	-8	3	5
D1 potentiator	-4	-1	-2	1	-5	1	.	-3
TRHR PAM	9	3	-11	-3	4	-4	-2	6
D1 agonist	3	3	1	10	0	5	10	1
TRHR ag	-0.3	-1.7	0.0	-0.9	0.2	2.1	-0.3	-0.1
D2 PAM	0	5	5	3	-4	-5	.	-4
D2 antag	-4	5	1	9	-23	5	.	-4

41	COc1ccc(CN2C(=O)C(NC(=O)c3ccc(C)cc3)(C(F)(F)F)N=C2c2ccccc2)cc1 (configuration not stated)
42	CCCN(C(=O)c1coc(=O)c2ccccc12)c1ccccc1C
43	CCc1ccc(/C=C/C(=O)c2ccc(N3CCOCC3)cc2)cc1
44	COc1ccc(OCc2nc3ccccc3[nH]2)cc1
45	COc1cccc(CNS(=O)(=O)c2c(C(=O)N3CCC(C)CC3)c(C)n(C)c2C)c1
46	CC(=O)C1=C(c2ccccc2)N(C(C)=O)n2c(nnc2C2CCCCC2)S1
47	CCCNc1c(NS(=O)(=O)c2ccc(NC(=O)CC)cc2)c(=O)oc2ccccc12
48	COc1ccc(N(CC(=O)Nc2nccs2)S(=O)(=O)c2c(C)[nH]c(=O)[nH]c2=O)cc1
compound no.	41	42	43	44	45	46	47	48
RXFP1 antag	.	.	-92*	2	12	-38	7	2
D2 agonist	-0.2	-0.3	1.2	-0.1	1.6	0.4	1.5	-0.4
D1 antag	-1	1	0	-2	12	.	-1	-2
D1 potentiator	-4	0	-7	-6	0	-3	-1	1
TRHR PAM	-4	1	-3	2	-6	6	-3	3
D1 agonist	6	1	5	1	-1	6	0	2
TRHR ag	-1.3	-0.7	1.5	-0.4	0.1	-0.4	0.5	0.0
D2 PAM	-8	.	-4	3	-3	4	7	-5
D2 antag	.	.	-9	-9	.	.	-1	-14

49	C=C(C)C(=O)OC1(C(F)(F)F)Oc2cc(C)ccc2NC1=O (configuration not stated)
50	CCOc1nc(-c2ccccc2)c2cc(Br)ccc2n1
51	COc1ccc(C2C(C(=O)c3ccco3)=C(O)C(=O)N2Cc2cccnc2)cc1OC (configuration not stated)
52	CCOC(=O)c1ccc(NC(=O)CC2S/C(=N/N=C/c3c[nH]c4ccccc34)NC2=O)cc1 (configuration not stated)
53	Cc1ccc2oc(C(=O)N3CCN(C)C[C@@H]3C(C)C)c(C)c2c1
compound no.	49	50	51	52	53
RXFP1 antag	-25	14	3	-6	-1
D2 agonist	2.2	-0.1	0.0	0.6	1.4
D1 antag	-2	-5	4	-36*	3
D1 potentiator	1	2	-2	2	-5
TRHR PAM	-11	9	3	5	1
D1 agonist	4	0	5	1	2
TRHR ag	-0.5	0.0	-0.4	0.3	0.1
D2 PAM	3	7	-6	1	3
D2 antag	-4	3	-13	3	-6
